High-throughput results: PubChem BioAssay, National Center for Advancing Translational Sciences (NCATS)
LDHA inh = qHTS assay for inhibitors of human lactate dehydrogenase; L-lactate dehydrogenase A chain (Homo sapiens), P00338; 480,000 compounds, 0.15% hits; purified LDHA, NADH/diaphorase-resazurin fluorescence; stronger effect = lower value; activity change, % (values are at about 110 or 230 µM); in the data active = activity change below about -30%;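 note: plate controls were DMSO wells for no effect and wells without enzyme for full effect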
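Human LDH5 at 2 nM final in Tris HCl pH 7.4 with 0.06 mM NADH and 0.2 mM pyruvate, reacted 5 minutes at room temperature. Remaining NADH coupled via diaphorase/resazurin; resorufin fluorescence read at 0 and 20 minutes, normalized to enzyme-free and DMSO wells.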
Numbers without * were called inactive.

What do the screens show for `COC(=O)C1C(=O)CC(C)(O)C(C(=O)OC)C1c1ccc(C(C)C)cc1` (configuration not stated)?
LDHA inh: 1

Results for COc1cc2c(c(OC)c1)C(c1cccc(Cl)c1Cl)C1=C(CCCC1=O)N2 (configuration not stated) ?
LDHA inh: 5

What do the screens show for `CC(C(=O)Nc1ccc(F)c(F)c1)N1CCC(C(=O)NCc2ccccc2)CC1` (configuration not stated)?
LDHA inh: 7

Results for CCCNc1c(NC(=O)NCc2ccc(C)cc2)c(=O)oc2ccccc12 ?
LDHA inh: 2

Results for Cc1cc2nc(-c3ccc(F)cc3)c(Cc3cccc(Cl)c3)n2c(C)c1Br ?
LDHA inh: 2

What do the screens show for `CCc1nnc(Cn2cnc3scc(-c4ccccc4)c3c2=O)o1`?
LDHA inh: 2

How did CCOc1ccc(NC(=O)Nc2ccc3nc(N4CCOCC4)cc(C)c3c2)cc1 do in these assays?
LDHA inh: -1

Results for Cn1c(=O)n(CCC(=O)NCc2nnc3n2CCC3)c2ccccc21 ?
LDHA inh: -6

Results for CN(CCCN)C1CCCCC1 ?
LDHA inh: 5

How did COc1ccc(S(=O)(=O)Nc2ccccc2OC)cc1NC(=O)c1[nH]c(C)c(C(C)=O)c1C do in these assays?
LDHA inh: 1

What do the screens show for `O=C(CCc1nc(-c2ccccn2)no1)NCc1ccc(-n2cncn2)nc1`?
LDHA inh: -4

Results for Cc1ccc(C(=O)C(C)C(=O)c2ccc(C)c(C)c2)cc1C ?
LDHA inh: -11

How did COc1ccc2[nH]c(C)c(CCNC(=O)c3cc4cc(Cl)ccc4oc3=O)c2c1 do in these assays?
LDHA inh: 9

Results for O=C(CCc1c[nH]c2ccccc12)Oc1ccc2ccc(=O)oc2c1 ?
LDHA inh: 13

Results for CCOc1cc(/C=C/C(=O)c2ccc(C3CCCCC3)cc2)ccc1OC ?
LDHA inh: -17

Nothing new here: entries from further up.
What do the screens show for `COC(=O)C1C(=O)CC(C)(O)C(C(=O)OC)C1c1ccc(C(C)C)cc1` (configuration not stated)?
LDHA inh: 1

Results for COc1cc2c(c(OC)c1)C(c1cccc(Cl)c1Cl)C1=C(CCCC1=O)N2 (configuration not stated) ?
LDHA inh: 5

What do the screens show for `CC(C(=O)Nc1ccc(F)c(F)c1)N1CCC(C(=O)NCc2ccccc2)CC1` (configuration not stated)?
LDHA inh: 7

Results for CCCNc1c(NC(=O)NCc2ccc(C)cc2)c(=O)oc2ccccc12 ?
LDHA inh: 2

Results for Cc1cc2nc(-c3ccc(F)cc3)c(Cc3cccc(Cl)c3)n2c(C)c1Br ?
LDHA inh: 2

What do the screens show for `CCc1nnc(Cn2cnc3scc(-c4ccccc4)c3c2=O)o1`?
LDHA inh: 2

How did CCOc1ccc(NC(=O)Nc2ccc3nc(N4CCOCC4)cc(C)c3c2)cc1 do in these assays?
LDHA inh: -1

Results for Cn1c(=O)n(CCC(=O)NCc2nnc3n2CCC3)c2ccccc21 ?
LDHA inh: -6

Results for CN(CCCN)C1CCCCC1 ?
LDHA inh: 5

How did COc1ccc(S(=O)(=O)Nc2ccccc2OC)cc1NC(=O)c1[nH]c(C)c(C(C)=O)c1C do in these assays?
LDHA inh: 1

What do the screens show for `O=C(CCc1nc(-c2ccccn2)no1)NCc1ccc(-n2cncn2)nc1`?
LDHA inh: -4

Results for Cc1ccc(C(=O)C(C)C(=O)c2ccc(C)c(C)c2)cc1C ?
LDHA inh: -11

(list continues)
Results for N#Cc1ccsc1NC(=O)CSc1nnc(-c2ccccc2F)n1C1CCCCC1 ?
LDHA inh: 0

Results for CC(C)(C)c1cc(Cc2cc(C(C)(C)C)c(O)c(C(C)(C)C)c2)cc(C(C)(C)C)c1O ?
LDHA inh: 9

Results for C/C(=N\OC(=O)c1ccc(OC(C)C)cc1)c1ccc(C(C)C)cc1 ?
LDHA inh: 10

Results for C=C(Cl)COC(=O)c1ccc2[nH]c(C)c(C)c2c1 ?
LDHA inh: -4

How did CCCCNC(=O)C[C@@H]1C[C@@]2(C(=O)OCC)CCC=C2N(Cc2ccco2)C1=O do in these assays?
LDHA inh: 1

How did CN(C)C1(CNC(=O)c2ccc(NC(=O)c3ccco3)cc2)CCCCC1 do in these assays?
LDHA inh: -11

Results for O=C(NCCNC(=O)c1cc2ccccc2[nH]1)C(=O)N1CCCC1 ?
LDHA inh: -3

What do the screens show for `CCCc1c(-c2cccc(Cl)c2)ncn1Cc1cccc(-c2ccccc2)c1`?
LDHA inh: 0

Results for CN1CCN(c2ccc(NC(=O)c3ccccc3Cl)nc2)CC1 ?
LDHA inh: 10

What do the screens show for `COc1ccc(CC(=O)Nc2cccc(NC(=O)C(C)n3cccn3)c2)cc1F` (configuration not stated)?
LDHA inh: 14

What do the screens show for `O=[N+]([O-])c1ccc(/C=C2/CCCC3C2=NN(c2ccc([N+](=O)[O-])cc2)C3c2ccc([N+](=O)[O-])cc2)cc1` (configuration not stated)?
LDHA inh: 7

Results for Cc1ccc(S(=O)(=O)NCCNC(=O)c2cn(C)c3ccccc23)cc1 ?
LDHA inh: -2

How did Cc1cc(-c2ccccc2)nc(Nc2nc(C)c3ccccc3n2)n1 do in these assays?
LDHA inh: -8

What do the screens show for `Cc1ccc(Cl)cc1NC(=O)NC1(c2ccccc2)CCC1`?
LDHA inh: 7

How did O=C(O)c1c(Cl)ccc(Cl)c1Cl do in these assays?
LDHA inh: 10

How did COc1ccccc1-n1[nH]c(CSc2nnnn2-c2ccccc2)cc1=O do in these assays?
LDHA inh: -8

Results for O=C1CCSc2ccc(S(=O)(=O)NC3CCN(Cc4ccccc4)CC3)cc2N1 ?
LDHA inh: 14

Results for Cc1sc2ncnc(N3CCCCC3)c2c1-c1ccc(Cl)cc1 ?
LDHA inh: 6

Results for COCCNC(=O)CCc1ncc(-c2ccc(Cl)cc2Cl)o1 ?
LDHA inh: -12

What do the screens show for `CCCC12CC3CC(CC(N)(C3)C1)C2`?
LDHA inh: -1

What do the screens show for `CC(C)OCc1ccccc1CNC(=O)c1nccnc1N`?
LDHA inh: 2

Results for CCc1ccc(S(=O)(=O)NCC(=O)O)cc1 ?
LDHA inh: 10

Results for COc1cccc(Nc2nc3ccccc3nc2C(=O)OCC(C)C)c1 ?
LDHA inh: 33

Results for CC1C(O)CCN(C)C1C (configuration not stated) ?
LDHA inh: -23

Results for Nc1cccc(-c2ccn[nH]2)c1 ?
LDHA inh: -2

Results for O=C1Cc2cc(C(=O)CSc3nnc(-c4cccc(F)c4)o3)c(Cl)cc2N1 ?
LDHA inh: 1

How did O=C(Cc1c[nH]c2ccccc12)Nc1cccc2ccccc12 do in these assays?
LDHA inh: -22

How did COc1cccc(NC(=O)c2c(-c3ccccc3)oc3ccc(OC)cc23)c1 do in these assays?
LDHA inh: -7

How did O=C(c1ccc(F)cc1)N(Cc1ccco1)C1CC1 do in these assays?
LDHA inh: 0

What do the screens show for `CN(C)c1cccc(C(=O)N/N=C/c2ccc(Cl)s2)c1`?
LDHA inh: -15

What do the screens show for `CCC(=O)Nc1ccc2c(c1)nc(Cn1cccn1)n2CC(C)C`?
LDHA inh: 3

Results for O=C(CCc1cccnc1)NCC12CC3CC(CC(C3)C1)C2 ?
LDHA inh: 6

Results for Cc1ccc(S(=O)(=O)Oc2ccc3c(C)cc(=O)oc3c2)cc1C ?
LDHA inh: 1

Results for COc1cccc(CNC(=O)[C@@H]2CCCN2C(=O)[C@H]2CCCCN2C(=O)c2cccc(Cl)c2)c1 ?
LDHA inh: -9

What do the screens show for `CCN(Cc1nc2cc(Cl)ccc2c(=O)[nH]1)C(=O)CNC(=O)c1cccc(C)c1`?
LDHA inh: 10

How did CCNCc1ccc(-c2ccc(C(=O)OC)cc2)o1 do in these assays?
LDHA inh: 1

How did COC(=O)C(C)Oc1ccc2c(=O)c(-c3ccc(Cl)cc3)coc2c1 (configuration not stated) do in these assays?
LDHA inh: -5

What do the screens show for `COc1cc(C)cc2oc(=O)c(CC(=O)NCCCOC(C)C)c(C)c12`?
LDHA inh: 10

Results for COC(=O)c1c(NC(=O)CSc2nc3ccc(C)cc3[nH]2)sc2c1CCC2 ?
LDHA inh: 4

How did Cc1ccc(NC(=O)C2CC3CCC2C3)c(C)c1 (configuration not stated) do in these assays?
LDHA inh: -23

How did Cc1ccc(OCc2nc(C#N)c(NCc3cccnc3)o2)c(C)c1 do in these assays?
LDHA inh: 9

What do the screens show for `O=C(Oc1ccc(-c2ccccc2)cc1)C(c1ccccc1)c1ccccc1`?
LDHA inh: 0

What do the screens show for `CCC(=O)C1=C(c2ccc3c(c2)CCCC3)N(C(=O)CC)n2cnnc2S1`?
LDHA inh: 4

What do the screens show for `Cc1cccc(-n2nc(C)c(C(=O)N(C)Cc3ccccc3)c2-n2cccc2)c1`?
LDHA inh: 5

Results for COc1ccc(-c2coc3cc(OCC(=O)NCc4ccccc4Cl)ccc3c2=O)cc1OC ?
LDHA inh: -1

What do the screens show for `CCONC(=O)c1cccc(NC(=O)c2cccs2)c1`?
LDHA inh: 3

What do the screens show for `Cc1cc(=O)n2c(n1)NC(Nc1ccc(F)cc1)=NC2c1ccco1` (configuration not stated)?
LDHA inh: -11

How did N#Cc1ccccc1COC(=O)c1ccc(-c2ccc(C=O)o2)cc1 do in these assays?
LDHA inh: -1

Results for COc1cc(C(=O)N2CCC(CC(=O)NCCN3CCOCC3)CC2)cc(OC)c1OC ?
LDHA inh: 5

How did CCCn1c(=O)[nH]c(=O)c2c1nc(-c1ccc(C)cc1)n2CCN1CCOCC1 do in these assays?
LDHA inh: 4

Results for CC(C)(C)NC(=O)c1cc(-c2ccc(Cl)cc2)nc2ccccc12 ?
LDHA inh: 8

What do the screens show for `CN1CCCC1CCNc1ncnc2ccc(-c3ccc4c(c3)OCO4)cc12` (configuration not stated)?
LDHA inh: -6

Results for Cc1nnc(Cn2c(=O)c(C#N)cn(C3CC3)c2=O)o1 ?
LDHA inh: 6

Results for c1ccc2cc(OCCSc3ccc4ccccc4n3)ccc2c1 ?
LDHA inh: -3

What do the screens show for `COc1ccc(-c2ocnc2C(=O)Nc2cccc(Cl)c2C)cc1`?
LDHA inh: 4

Results for O=C(O)Cn1cc(C(C(=O)O)N2CCN(Cc3ccncc3)CC2)c2cc(Br)ccc21 (configuration not stated) ?
LDHA inh: -7

Results for O=C(Nc1ccccc1)C1=C(c2ccccc2)S(=O)(=O)CCO1 ?
LDHA inh: 5

How did Cc1cccc(NC(=O)c2cccc3ncccc23)n1 do in these assays?
LDHA inh: 10

How did CCNC(=O)NC(=O)COC(=O)c1csc(NCc2ccccc2)n1 do in these assays?
LDHA inh: -15

How did CCOC(=O)C1=C(C)N(C2CC2)C(=O)NC1c1ccccc1OC(F)F (configuration not stated) do in these assays?
LDHA inh: -6

How did CCCCN1CCN(c2nc3c(c(=O)[nH]c(=O)n3C)n2Cc2ccccc2F)CC1 do in these assays?
LDHA inh: 14

How did COc1ccc(CN(C(=O)Cc2cccc(C(F)(F)F)c2)C2CC2)cc1 do in these assays?
LDHA inh: 11

What do the screens show for `Cc1nnc(SCc2coc(-c3cccc(F)c3)n2)n1C`?
LDHA inh: 6

What do the screens show for `CC(=O)NC(C)c1cccc([N+](=O)[O-])c1` (configuration not stated)?
LDHA inh: 2

What do the screens show for `CCOC(=O)COc1ccc2c(=O)c(-c3ccc(Cl)cc3)c(C)oc2c1`?
LDHA inh: -2

How did CSc1ccc(C2=NN(S(=O)(=O)c3ccccc3)C(c3ccc4nccnc4c3)C2)cc1 (configuration not stated) do in these assays?
LDHA inh: -4

Results for Cc1ccc(NC(=O)CN(C)C(=O)c2ccc3c(c2)nnn3C2CCCC2)cc1 ?
LDHA inh: 6

How did Cc1ccc2nc(C)cc(C(=O)O)c2c1 do in these assays?
LDHA inh: 3

Results for COc1ccccc1CNC(=O)C1=C(c2ccccc2)c2cc(Cl)ccc2S(=O)(=O)N1C ?
LDHA inh: -9

What do the screens show for `CCOc1cc(C(=O)Oc2ccccc2OC)cc(Br)c1OC`?
LDHA inh: -6

What do the screens show for `Clc1ccc(OCCN2CCN(Cc3nc(C4CC4)no3)CC2)cc1`?
LDHA inh: 2

Results for COc1ccc(OC(=O)c2ccc(OC)c(Br)c2)cc1 ?
LDHA inh: -3

Results for CCN(CC)S(=O)(=O)c1cccc(NC(=O)c2ccccc2OCc2cn3ccccc3n2)c1 ?
LDHA inh: 5

What do the screens show for `Cc1cccc(Cc2c(C)nc(Nc3nc(C)c4cc(C)ccc4n3)[nH]c2=O)c1`?
LDHA inh: -3

What do the screens show for `CCC(CNC(=O)c1ccc(C(=O)OC)cc1)c1ccccc1` (configuration not stated)?
LDHA inh: -11

Results for COC(=O)c1cc(OC(=O)CCc2ccc(OC)c(Br)c2)cc(C(=O)OC)c1 ?
LDHA inh: 9

How did CC(C)NC(=O)CSc1ccccc1C(=O)Nc1ccccc1C(=O)NC1CC1 do in these assays?
LDHA inh: 0

What do the screens show for `O=C(Nc1ccc(F)cc1)C(CCc1ccccc1)N1CCN(CC(=O)N2CCCC2)CC1` (configuration not stated)?
LDHA inh: 1

Results for CCN(Cc1coc(-c2cccc(F)c2)n1)C(C)COC (configuration not stated) ?
LDHA inh: 3

What do the screens show for `BrCCC1CCCCN1` (configuration not stated)?
LDHA inh: 5

Results for Cc1noc(C)c1S(=O)(=O)N(C)CC(=O)Nc1ccc(C(C)(C)C)cc1 ?
LDHA inh: 3

Results for CCC(C)C(=O)OC(C(=O)NC(N)=O)C(C)C (configuration not stated) ?
LDHA inh: 12

Results for COc1ccc2cc(C(=O)NCC(=O)Nc3c(C)cc(C)cc3C)c(C)nc2c1 ?
LDHA inh: 3

How did CC(OC(=O)c1ccc(CS(C)(=O)=O)cc1)C(=O)c1ccc(Cl)cc1 (configuration not stated) do in these assays?
LDHA inh: 0

Results for CCC(C)c1ccc(-c2csc(NC(=O)C3CCN(C(=O)c4ccoc4)CC3)n2)cc1 (configuration not stated) ?
LDHA inh: -1

Results for O=C(Nc1cnc2ccccc2c1)c1ccccc1Cl ?
LDHA inh: 2

How did CNC(NC(=O)c1ccc(F)cc1)C(Cl)(Cl)Cl (configuration not stated) do in these assays?
LDHA inh: 7

Results for COc1ccc2c(Cl)c(C(=O)OCC(=O)Nc3ccccc3F)sc2c1Cl ?
LDHA inh: 6

Not all compounds are listed; rates above refer to the full screens.
